# KLK7 zymogen act – activators of human kallikrein-7 zymogen. P49862. purified proKLK7, EDANS-DABCYL substrate fluorescence; 100% is mature enzyme control, 0% vehicle. activation, % at 7 µM. 0.9% of 370,000 active. AID 652039;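 active = activation above the mean of all tested compounds plus 3 SD, computed per campaign excluding outliers beyond control limits, cut at about 13% in these data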
# Tn7 DDE FP – disrupts Tn7 cyclic peptide binding to fibrin D-Dimer-E complex; FP displacement of FITC-Tn7 peptide from fibrin DD(E); 0% = median of compound wells per plate; inhibition, % at 8.3 µM; P02675; 0.13% of 370,000 active; AID 720508;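 active = inhibition above the mean of compounds falling within the control limits plus 3 SD of them, cut at about 14% in these data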;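 note: 0% = plate median of compound wells and 100% = 10 µM Aha-Tn7 peptide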
#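 Measure: % inhibition scaled between sample-field median and high-control FP; Test system: human fibrin DD(E); Quantity: 2 µM final DD(E) protein; Doses: one dose, 8.3 µM nominal; Schedule: compound with protein 10 min, then 3 h after probe, room temperature; Detection: fluorescence polarization; Medium: Tris buffer with calcium and detergent, pH 7.8.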
# UHRF1 MBD2 ctr – blocks human UHRF1 binding to methylated DNA; UHRF1 binding to methylated oligo, TR-FRET; inhibition, % at 4.4 µM; 0.75% of 370,000 active; AID 687016; in the data active = inhibition above about 21%;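 note: UHRF1 SRA domain binding a hemimethylated CpG hairpin DNA probe; 0% = median of test compound wells and 100% = reference inhibitor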
# PRMT1 FP inh – inhibitors of human PRMT1; inhibition, % at 2.79 µM; recombinant PRMT1, activity-based probe fluorescence polarization; AID 652257; Q99873; 1.3% of 370,000 active;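 active = inhibition above about 21% made by adding two undisclosed values, limit read from the data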
# TCR CD3 inh – human TCR-CD3 binding inhibition; TAMRA-labeled TCR probe fluorescence, biochemical; inhibition, % at 9.4 µM; 0.37% of 360,000 active; in the data active = inhibition above about 19%;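 note: recombinant mutant TCR 2C K166C tagged with TAMRA read by polarization; 0% = receptor in buffer alone and 100% = receptor with positive control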
# LEDGF integ inh – blocks HIV-1 LEDGF/p75-dependent DNA integration; TR-FRET IN-LEDGF/p75 DNA integration, Eu/Cy5; inhibition, % at 3.7 µM; 0.64% of 370,000 active;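 active = inhibition above the screen-wide mean plus 3 SD, cut at about 13% in these data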;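 note: signal is the Cy5 over europium emission ratio at 671 and 618 nm; 0% = plate median of compound wells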
# TDP2 inh – TDP2 (human) inhibition, absorbance primary screen; O95551; recombinant TDP2, T5PNP hydrolysis, p-nitrophenol absorbance 415 nm; inhibition, % at 12.8 µM; 0.34% of 370,000 active; AID 720702;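 active = inhibition above the mean of all tested compounds plus 3 SD, set per campaign, cut at about 25% in these data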;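 note: 0% = DMSO with enzyme and 100% = buffer with substrate but no TDP2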
#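 Assay system: recombinant human TDP2 / Reagent: T5PNP substrate at 5 mM, a TopII-DNA adduct mimic / Measured by: epi absorbance from released p-nitrophenol / Evaluation: % inhibition relative to enzyme-containing and enzyme-free wells / Control set: enzyme-free and DMSO wells / Replicates: each compound tested once, singlicate / Schedule: enzyme reaction with compound for 2 h at 37 °C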
# Tn6 DDE FP – inhibitors of Tn6 peptide binding to human fibrin DD(E); Fibrin DD(E) TRITC-Tn6 fluorescence polarization displacement; 0.21% of 370,000 active; AID 720509; inhibition, % at 8.3 µM; P02675;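 active = inhibition above a per-campaign cutoff: mean of compounds within control limits plus 3 SD, cut at about 15% in these data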;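 note: 0% = median of all compound wells on the plate and 100% = blocking peptide control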
# MBD2 DNA inh – inhibitors of human MBD2 binding to methylated oligonucleotide; inhibition, % at 4.4 µM; TR-FRET; AID 686964; 0.31% of 370,000 active; Q9UBB5; in the data active = inhibition above about 13%
# Target sequence (Q9UBB5 whole entry, looked up): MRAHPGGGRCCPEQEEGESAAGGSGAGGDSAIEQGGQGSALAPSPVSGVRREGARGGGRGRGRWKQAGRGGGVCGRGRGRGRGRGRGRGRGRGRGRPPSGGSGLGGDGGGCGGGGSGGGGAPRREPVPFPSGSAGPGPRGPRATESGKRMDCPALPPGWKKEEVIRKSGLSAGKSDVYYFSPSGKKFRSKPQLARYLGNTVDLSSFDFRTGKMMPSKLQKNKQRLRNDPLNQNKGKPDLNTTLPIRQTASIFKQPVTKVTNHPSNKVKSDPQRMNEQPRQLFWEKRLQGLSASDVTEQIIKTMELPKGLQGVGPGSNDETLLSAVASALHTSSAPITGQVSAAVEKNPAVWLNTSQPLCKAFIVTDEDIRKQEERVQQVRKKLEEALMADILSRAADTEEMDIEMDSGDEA
# SIAE inh – inhibitors of human sialic acid acetylesterase SIAE. Q9HAT2. inhibition, % at 9.66 µM. 0.69% of 370,000 active. SIAE FP-Rh probe binding, fluorescence polarization. AID 1053197;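 active = inhibition above a cutoff: mean of compounds within the control limits plus 3 SD of those, cut at about 17% in these data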;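 note: 0% = plate median of compound wells and 100% = probe without SIAE protein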
# Target sequence (Q9HAT2 whole entry, looked up): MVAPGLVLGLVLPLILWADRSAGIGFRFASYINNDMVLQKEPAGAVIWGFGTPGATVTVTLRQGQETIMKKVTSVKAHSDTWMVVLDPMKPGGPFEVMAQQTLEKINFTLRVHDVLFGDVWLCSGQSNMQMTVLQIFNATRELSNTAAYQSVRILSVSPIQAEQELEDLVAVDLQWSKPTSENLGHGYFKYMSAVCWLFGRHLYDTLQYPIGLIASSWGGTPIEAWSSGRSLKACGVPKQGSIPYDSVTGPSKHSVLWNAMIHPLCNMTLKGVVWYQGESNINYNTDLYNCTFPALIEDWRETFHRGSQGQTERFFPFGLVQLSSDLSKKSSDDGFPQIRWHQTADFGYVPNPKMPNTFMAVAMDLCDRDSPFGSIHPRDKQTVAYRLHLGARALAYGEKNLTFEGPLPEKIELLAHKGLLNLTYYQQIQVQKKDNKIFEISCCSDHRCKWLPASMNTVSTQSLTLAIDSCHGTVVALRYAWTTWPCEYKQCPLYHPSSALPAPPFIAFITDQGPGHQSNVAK
# * hit, by the source's call; · = not tested or not shown.
SMILES,KLK7 zymogen act,Tn7 DDE FP,UHRF1 MBD2 ctr,PRMT1 FP inh,TCR CD3 inh,LEDGF integ inh,TDP2 inh,Tn6 DDE FP,MBD2 DNA inh,SIAE inh
O=C(O)/C(=C\c1cccc(F)c1)c1ccc(S(=O)(=O)N2CCCCC2)s1,-1.2,-5.3,1.3,2.8,-3.6,-0.9,10.3,0.1,1.1,1.6
CN(CCOc1ccccc1)C(=O)c1cc(S(=O)(=O)N2CCOCC2)ccc1Cl,0.2,6.9,1.4,0.5,0.8,0.7,-2.3,3.2,1.4,5.1
COc1ccc(/C=C(\NC(=O)c2ccc(OC)cc2)C(=O)N2CCCCC2)cc1,-0.1,3.4,0.6,-5.0,-14.0,-1.8,11.6,4.2,-1.7,0.8
O=C(COC(=O)c1cc(Cl)ccc1O)Nc1cc(C(F)(F)F)ccc1N1CCOCC1,15.9*,-8.0,2.4,2.5,-1.5,0.3,-2.6,2.8,1.8,-5.7
Cc1cc2nc(C(C)(C)C)c(Cc3ccccc3)n2c(C)c1Br,0.2,-2.0,-2.8,0.7,-2.0,2.3,-9.6,-4.5,-1.1,-11.4
CN(C)c1ccc(-n2cc3c(=O)n(C)c(=O)n(C)c3c2)cc1,-0.2,2.1,-7.0,1.9,-2.2,-6.4,-0.1,-3.1,-0.1,1.0
C=CCN(CC#CCN(C)C(=O)c1cccn1C(=O)OC(C)(C)C)Cc1ccc(OC)cc1OC,-0.2,-4.9,1.2,2.7,·,6.2,-9.6,-3.0,2.4,-5.5
CCCCC[C@@H]1C=C(C(=O)O)[C@H](c2cccc(C)c2)N1S(=O)(=O)c1ccc(C)cc1,-0.6,3.9,0.0,6.0,-9.9,-0.7,-8.0,6.8,-4.7,3.1
O=C(NCc1ccccc1)c1ccc(S(=O)(=O)Nc2cccc(C(F)(F)F)c2)cc1,0.6,-5.2,-0.6,-1.0,-0.6,1.0,6.5,0.2,-0.2,-17.0
Cc1ccccc1C(c1ncccc1C)N(C)C(=O)C1CCN(CCOc2ccc(Cl)cc2Cl)CC1 (stereo unspecified),0.3,-7.1,-2.1,-1.8,4.6,-3.7,-11.8,-3.7,-1.4,5.5
COc1cccc(C2C3=C(CCCC3=O)Nc3[nH]n(-c4ccccc4)c(=O)c32)c1 (stereo unspecified),0.1,4.2,-5.4,-3.7,7.7,-1.3,6.4,-1.7,0.8,19.4*
C/C(=N\O)C(=O)NCCN1CCCCC1,-0.2,-0.8,0.5,-1.4,2.2,-1.5,7.0,1.7,-1.1,0.2
O=[N+]([O-])c1ccc2c(c1)/C(=N\O)c1ccccc1-2,0.3,5.2,-5.1,-1.4,1.1,-2.2,-7.3,-3.2,-2.5,-21.9
c1cnc2c(-c3ccc4nccn4c3)cccc2c1,0.2,-7.5,-6.1,-1.3,3.3,1.5,-2.6,-2.6,-5.5,5.0
Cc1ccc2cccc(SCC(=O)Nc3ccc(F)cc3)c2n1,0.0,2.9,-0.3,4.8,0.3,-4.8,-6.4,1.3,-4.5,3.5
COc1ccccc1NC(=O)CCc1nc2ccccc2s1,0.3,2.6,-1.5,-0.9,5.2,-0.6,-3.0,1.8,-3.7,4.2
COc1ccccc1-c1cn[nH]c1-c1ccc(OCc2ccc(F)cc2)cc1O,-1.0,5.5,-2.4,-0.2,4.0,2.1,-3.6,-7.7,2.8,-4.4
COCCCn1c(SCC(=O)NC2CCCCC2)nnc1-c1ccncc1,-0.1,-10.3,2.2,2.9,2.6,1.1,1.2,0.2,4.5,-5.3
CCC(CC)c1nn2c(N)c(/C=C3\C(C)=Nc4ccccc43)c(=O)nc2s1,0.1,4.1,2.6,2.0,-7.6,-2.2,-9.2,-7.2,6.1,-8.2
CN1CCN(C(=O)c2cccn(Cc3c(Cl)cccc3Cl)c2=O)CC1,0.1,-0.1,-1.5,-5.5,-0.8,5.2,4.9,2.8,-3.5,2.2
COc1cc(N)c(Cl)cc1Cl,-0.3,3.0,-1.8,-3.2,4.6,2.2,10.1,1.8,-4.6,-0.5
COc1ccc(/C=N/N=C2/NC(=O)C(CC(=O)O)S2)cc1OCc1ccc(Cl)cc1 (stereo unspecified),0.5,4.1,4.7,4.8,4.1,-0.6,-3.8,5.2,5.0,-7.0
O=C(c1[nH]c(C(F)(F)F)nc1-c1ccccc1)N1CCCCC1,0.0,-1.9,0.6,4.6,-5.1,-1.6,3.2,0.5,0.5,-0.4
NC(=O)C1(N2CCCCC2)CCN(C2CC(=O)N(CCc3ccccc3)C2=O)CC1 (stereo unspecified),0.3,-0.3,2.4,43.9*,-2.4,0.5,0.2,-0.9,6.5,-4.9
CC(C)OCCCn1c(=NC(=O)c2cccs2)c(C#N)cc2c(=O)n3ccccc3nc21,54.0*,-5.8,30.2*,15.1,-5.5,8.7,-5.0,-3.4,5.8,-0.2

# Record cards, as listed above. Order of screens: KLK7 zymogen act	Tn7 DDE FP	UHRF1 MBD2 ctr	PRMT1 FP inh	TCR CD3 inh	LEDGF integ inh	TDP2 inh	Tn6 DDE FP	MBD2 DNA inh	SIAE inh
# `COc1cccc(C2C3=C(CCCC3=O)Nc3[nH]n(-c4ccccc4)c(=O)c32)c1` (stereo unspecified) across the screens: 0.1	4.2	-5.4	-3.7	7.7	-1.3	6.4	-1.7	0.8	19.4*
# `CCC(CC)c1nn2c(N)c(/C=C3\C(C)=Nc4ccccc43)c(=O)nc2s1` across the screens: 0.1	4.1	2.6	2.0	-7.6	-2.2	-9.2	-7.2	6.1	-8.2
# `COc1ccccc1-c1cn[nH]c1-c1ccc(OCc2ccc(F)cc2)cc1O` across the screens: -1.0	5.5	-2.4	-0.2	4.0	2.1	-3.6	-7.7	2.8	-4.4
# `COc1cc(N)c(Cl)cc1Cl` across the screens: -0.3	3.0	-1.8	-3.2	4.6	2.2	10.1	1.8	-4.6	-0.5

# Remaining list, next part.
SMILES,KLK7 zymogen act,Tn7 DDE FP,UHRF1 MBD2 ctr,PRMT1 FP inh,TCR CD3 inh,LEDGF integ inh,TDP2 inh,Tn6 DDE FP,MBD2 DNA inh,SIAE inh
CCOC(=O)C1C(=O)CC(C)(O)C(C(=O)OCC)C1c1ccc(OC)cc1 (stereo unspecified),-0.3,-0.3,-3.3,0.7,-1.1,1.9,8.6,-7.5,-0.4,3.4
C=CCN=Cc1sc2ccc(OCC)cc2c1O,0.0,4.5,-0.7,23.7*,5.1,1.3,-11.0,11.2,-9.4,-3.1
CN1CCCC(CC2Oc3ccccc3Sc3ccccc32)C1 (stereo unspecified),0.2,-0.1,12.2,-1.3,3.0,5.2,5.5,1.1,5.7,-0.3
O=C(CCCn1cnc([N+](=O)[O-])n1)Nc1ccc(Cl)c(Cl)c1,0.0,-6.0,2.3,4.0,3.4,-0.7,2.9,0.8,-0.4,-2.5
CNC(=O)COC(=O)C1CCN(S(=O)(=O)c2ccc3c(c2)OCCO3)CC1,-0.2,3.0,-1.2,0.5,-9.5,-0.7,9.7,-0.1,-6.4,0.3
COc1ccc(S(=O)(=O)Nc2ccc(C)cc2)cc1OC,-0.6,4.6,-0.5,-3.6,9.0,2.9,5.9,-0.2,-3.2,4.8
Cc1ccc(S(=O)(=O)N(C)C)cc1NC(=S)N(CCC#N)Cc1cccnc1,-0.1,1.2,-0.8,-0.3,13.9,-1.6,4.9,-5.5,2.4,6.9
CCOC(=O)C1CCCC(NS(=O)(=O)c2ccc(NC(C)=O)cc2)C1 (stereo unspecified),0.3,2.6,-2.7,-0.5,0.3,-1.2,4.3,3.5,3.9,-3.4
CCOC(=O)c1cc(-c2cccnc2)nn1-c1ccccc1C,-0.2,-0.8,-0.1,3.1,-5.7,-2.7,5.8,-1.8,3.2,0.5
Cc1c(Cl)ccc2sc(NC(=O)C3CC3)nc12,0.0,-0.8,0.3,2.9,-2.5,-3.5,-13.5,-0.7,5.2,-4.2
COc1ccc(Nc2nc(-c3ccccc3)cs2)cc1,-0.1,2.0,-3.5,0.7,5.4,-1.5,-1.7,16.7*,-5.2,3.2
C=CCn1c(SCC(=O)c2ccc(OC)cc2)nnc1-c1cc2cccc(OC)c2o1,-0.9,-7.8,4.2,-3.8,-1.0,0.5,-7.9,-2.9,-1.7,-4.6
Cc1ccc(N2CC(C(=O)NC3CCC(C)CC3)CC2=O)cc1 (stereo unspecified),-0.1,-0.7,1.1,-3.9,11.6,-0.1,-1.2,5.0,5.0,6.1
CCOc1ccccc1-n1nnnc1SCC(=O)NCC1(N2CCOCC2)CCCCC1,0.1,9.7,4.0,-4.3,11.1,0.1,7.4,-0.7,1.7,2.1
Cc1nc(SCC(=O)NCCc2ccccc2)nc(C)c1C,-0.9,2.5,0.1,0.4,-2.5,2.5,10.8,-6.7,1.8,-1.7
Cc1ccc(Cl)cc1N1CCN(S(=O)(=O)c2cccc(S(=O)(=O)N3CCCC3)c2)CC1,-0.5,7.4,-0.5,1.9,2.6,-2.1,6.3,1.0,0.6,1.3
Nc1[nH]c(C(=O)c2ccccc2)c(-c2ccccc2Br)c1C(=O)NCCc1c[nH]c2ccccc12,0.5,0.8,-3.1,2.2,0.4,-6.5,5.4,-9.9,-2.7,19.4*
CC(=O)OCCOCn1cnn2c(=O)c(Br)c(C)nc12,0.6,-1.2,-2.4,-1.8,5.5,-0.9,1.9,3.7,-2.9,-4.2
Cc1ccc(N=C2SCCCN2C(=O)c2ccco2)cc1Cl,0.1,7.5,2.6,-0.5,-1.4,-1.0,4.9,8.2,2.5,-4.2
Nc1nccnc1C(=O)OCC(=O)NC1CCCc2ccccc21 (stereo unspecified),-9.2,1.7,-1.9,-3.1,0.7,-5.2,-6.3,5.8,-4.2,-1.7
O=c1[nH]c(Nc2ccccc2Cl)cc2ccccc12,-2.0,3.5,9.3,14.9,11.3,30.0*,71.4*,-4.0,-4.1,4.7
CCC(=O)Nc1cccc(NC(=O)c2ccccc2Br)c1,0.3,1.9,2.3,0.2,5.2,-6.5,3.9,0.5,5.7,1.4
COc1ccc(Cl)cc1NC(=S)NCCc1ccc(S(N)(=O)=O)cc1,0.0,2.1,-0.5,-0.7,5.5,0.8,-7.2,-3.9,4.3,36.5*
Nc1nonc1-n1nnc(C(=O)N/N=C/c2cccc(Cl)c2)c1CSc1ccccc1,0.2,-7.7,-0.7,-7.3,10.8,-1.4,-5.1,-3.8,6.4,1.7
COc1ccccc1NS(=O)(=O)c1cccc(NC(=O)c2cncc(Br)c2)c1,0.1,-0.7,1.4,1.8,-6.9,-1.1,-10.1,-11.3,3.2,-17.1
CCOC(=O)C1(Cc2ccccc2C(F)(F)F)CCN(C2CCN(C(C)C)CC2)CC1,0.2,-6.6,-2.0,3.7,-0.1,1.1,-0.1,-0.8,-1.7,-0.3
CN(CC(=O)Nc1ccccc1C(F)(F)F)C(=O)CN1C(=O)C2CCCCC2C1=O (stereo unspecified),0.2,-1.4,-3.3,2.5,-2.3,-3.9,11.6,1.2,1.7,5.1
CC(/C=C/c1ccccc1)=N/NC(=O)c1cnccn1,0.4,-4.5,-2.0,-0.2,7.2,-0.3,15.0,-0.6,0.2,5.5
COc1ccc(CCNC(=O)c2ccc(N3CCCC3=O)cc2)cc1OC,-0.6,-1.2,-2.8,0.1,8.2,3.4,7.1,0.6,2.0,6.9

# Bioassay records: PubChem, The Scripps Research Institute Molecular Screening Center
